Source: PubChem
NTR1 agonist: agonists of NTR1, primary screen, imaging, U2OS cells, beta-arrestin-GFP, high content (AID 493036). NTR1-U2OS beta-arrestin-GFP spot imaging, agonist mode. activation, % at 20 µM. hit rate 0.17% among 330,000;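 active = activation at or above 40% of the spot to cytoplasm intensity ratio, with at least 20 cells analyzed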;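 also: 0% = DMSO without peptide and 100% = 100 nM NTR1 peptide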
Target sequence (P30989 whole entry, looked up): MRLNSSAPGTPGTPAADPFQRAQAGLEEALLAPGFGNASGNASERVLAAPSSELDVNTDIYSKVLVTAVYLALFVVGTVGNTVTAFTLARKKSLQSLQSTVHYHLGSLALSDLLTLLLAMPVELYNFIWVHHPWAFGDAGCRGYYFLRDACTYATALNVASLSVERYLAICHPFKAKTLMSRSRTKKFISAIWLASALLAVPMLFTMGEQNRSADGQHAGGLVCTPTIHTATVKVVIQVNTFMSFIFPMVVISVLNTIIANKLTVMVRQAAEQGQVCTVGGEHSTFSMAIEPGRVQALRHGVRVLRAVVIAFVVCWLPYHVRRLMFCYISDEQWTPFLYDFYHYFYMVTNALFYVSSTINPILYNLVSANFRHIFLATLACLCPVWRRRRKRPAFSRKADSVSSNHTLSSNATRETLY
GPR35 antagonists: inhibition of zaprinast-stimulated GPR35 beta-arrestin translocation – imaging, U2OS, beta-arrestin-GFP, zaprinast agonist, primary screen (AID 2058); one-dose inhibition, % at 10 µM; IC50 in µM for titrated hits; hit rate 0.052% among 290,000; U2OS GPR35 beta-arrestin-GFP translocation imaging, zaprinast antagonism; higher % means a stronger effect;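 active = inhibition of at least 50% with at least 30 cells and total cytoplasm GFP at most 10,000,000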
LYP phosphatase: inhibitors of LYP phosphatase, biochemical, fluorescence intensity, uHTS (AID 1779) | hit rate 0.054% among 290,000 | one-dose inhibition, % at 11.5 µM; IC50 in µM for titrated hits | recombinant LYP phosphatase, fluorescence intensity; higher % means a stronger effect; in the data active = inhibition above about 50%;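 also: plate controls were vehicle with enzyme for no effect and no enzyme for full effect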
GPR55 antagonists: GPR55 antagonists blocking LPI-driven arrestin recruitment, primary screen, imaging, U2OS, beta-arrestin-GFP, LPI agonist (AID 2013); U2OS GPR55 beta-arrestin-GFP translocation imaging, LPI antagonism; higher % means a stronger effect; inhibition, % at 10 µM, or IC50 in µM where a hit was titrated; hit rate 0.13% among 290,000;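 active = spots per cell inhibited over 60%, with over 100 cells counted and total cytoplasm intensity under 500,000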;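 also: U2OS cells stably carrying GPR55 and arrestin-GFP stimulated by 5 µM LPI near EC80; imaged beta-arrestin-GFP aggregate spots per cell after agonist stimulation; plate controls were LPI-stimulated DMSO wells for no effect and DMSO wells without LPI for full effect; some results filed as inactive read as strong as hits; confirmed hits need IC50 under 10 µM and bright autofluorescent wells are also inconclusive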
GPR55 beta-arrestin: selective activators of receptor GPR55 – imaging, U2OS cells, beta-arrestin-GFP redistribution, primary screen (AID 1961); hit rate 0.048% among 290,000; activation, % at 10 µM, or EC50 in µM where a hit was titrated; U2OS GPR55 beta-arrestin-GFP redistribution imaging; higher % means a stronger effect;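 active = activation above 40% with more than 50 cells counted in the well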;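 also: U2OS osteosarcoma cells stably expressing GPR55 and beta-arrestin-GFP; plate controls were DMSO negative control for no effect and LPI positive control for full effect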
T cell HTS: T cell immune modulators affecting CD8 T cell-vesicle binding; hit rate 0.068% among 330,000; 2C CD8+ T cell-vesicle binding, flow cytometry; hits give low values; calls only at 7 µM;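 active = response, share of CD8 T cells binding vesicles, and their 90th percentile fluorescence all below set limits, cut at about 80% in these data, passing the limit was not always enough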
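Benchmarks: naked versus QL9-loaded vesicles / Assay system: purified 2C TCR transgenic mouse naive CD8+ T cells / Technique: high-throughput flow cytometry with anti-B7-1 and anti-CD8 staining / Timing: Cell–vesicle co-incubation 1.5 h at 37 °C, staining 20 min on ice / Read-out: percent CD8+ FL2 mean versus row control / Probe or stimulus: QL9-loaded Drosophila micro-vesicles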
MgcRacGAP inhibition: MgcRacGAP GTPase-activating activity inhibitors, confirmation, biochemical, ADP Hunter fluorescence; inhibition, % at 30 µM, or IC50 in µM where a hit was titrated; MgcRacGAP-stimulated Rac1 GTP hydrolysis, ADP Hunter fluorescence; higher % means a stronger effect; GST-tagged Rac1 F28L mutant substrate; hit rate 0.6% among 340,000;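 active = first-screen hits whose inhibition reached a set limit at any dose in the follow-up dose series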;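 also: fluorescence reports GDP produced by GAP-driven GTP hydrolysis; strong numbers were not always called active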
Hep lipid drop: hepatic lipid droplet formation modulation. AML12 mouse hepatocytes, oleate lipid droplets, BODIPY imaging. inhibition, % at 6.5 µM. hit rate 0.4% among 240,000. AID 1656;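 active = lipid droplet intensity inhibited by at least 50%, with more than 500 cells counted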
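Assay system: AML12 mouse liver cells | Compound dosing: One dose, 6.5 µM compound | Read-out basis: Droplet intensity reduction, % inhibition | Measured by: Fluorescence imaging, 20x objective, two fields per well | Schedule: Overnight treatment with compound plus oleate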
SV40 large T antigen: SV40 large T antigen inhibitors, biochemical (AID 1903); SV40 large T antigen ATPase/helicase inhibition assay; higher % means a stronger effect; inhibition, % at 20 µM, or IC50 in µM where a hit was titrated; hit rate 0.39% among 310,000; in the data active = a potency from the dose series; also: strong numbers were not always called active
Hep lipid drop cells 6.5 µM: recorded beside Hep lipid drop, whose call it bears; cell count; measured here: cell count, cytotoxicity flag;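 cells counted across two imaged fields per well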
T cell HTS vesicle-bound %: recorded beside T cell HTS, whose call it bears; double positive events, %; measured here: CD8+ vesicle-bound cell fraction;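 binding gate set so that unloaded-vesicle control wells show 10% double positive cells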
NTR1 agonist cell count 20 µM: recorded beside NTR1 agonist, whose call it bears; cell count; measured here: cell count, cytotoxicity flag
The depositor's hits bear a star; i = inactive; x = no result given.

Results follow in this order: T cell HTS	GPR55 beta-arrestin	NTR1 agonist cell count 20 µM	T cell HTS vesicle-bound %	GPR35 antagonists	Hep lipid drop cells 6.5 µM	LYP phosphatase	NTR1 agonist	MgcRacGAP inhibition	SV40 large T antigen	GPR55 antagonists	Hep lipid drop
- CCn1nnc(NC(=O)c2ccc(-c3ccc(Cl)cc3)o2)n1
→ i	0.2%	82	28	-16%	692	5%	-0.2	5%	3%	-9%	-21
- Cc1ccc(S(=O)(=O)N2CCN(C(=O)c3cccs3)CC2)c(C)c1
→ i	0.0%	40	55	-1%	700	-3%	0.0	x	11%	1%	27
- COc1cccc(C(C(=O)NC2CCCCC2)N(C(=O)CNC(=O)c2ccco2)c2cccnc2)c1 (centres undefined)
→ i	-0.2%	41	35	1%	773	-5%	-0.4	6%	3%	4%	-2
- CN(CCCNC(=O)C1CCC(=O)N1Cc1ccccc1Cl)c1ccccc1 (centres undefined)
→ i	-0.1%	81	47	15%	x	-8%	-0.4	11%	4%	27%	x
- C/C(=N\NC(=O)c1ccc2c(c1)OCO2)c1ccc(NS(C)(=O)=O)cc1
→ i	x	51	54	x	x	x	0.5	10%	9%	x	x
- COc1cc(NC(=O)CCCl)cc(-n2cnnn2)c1
→ i	-0.1%	80	44	-8%	714	-5%	-0.4	-6%	3%	-1%	4
- CN(Cc1ccccc1)C(=O)c1ccccc1NC(=O)C1=CSCCO1
→ i	0.3%	54	26	22%	709	-5%	1.0	11%	4%	1%	6
- COc1ccc(Cc2nc3ccc(C(=O)N(C)CCc4cnn(C)c4)cc3o2)cc1OC
→ x	0.3%	63	x	3%	882	-12%	1.1	6%	x	14%	16
- COc1ccc(/C=C/C(=O)c2ccc(O)cc2)cc1COc1ccc(F)cc1
→ i	0.2%	50	9	7%	x	2%	24	-1%	2%	26%	x
- NC(=S)Nc1cccc(Cl)c1
→ i	1.0%	55	42	4%	657	-4%	-0.9	4%	6%	0%	9
- O=C(NCCc1c[nH]c2ccccc12)OCCSS(=O)(=O)O
→ i	-0.1%	35	9	-2%	599	-5%	-0.6	-10%	23%	4%	4
- O=C1Nc2cc(C(=O)NCC3CCCO3)ccc2S/C1=C/c1ccccc1F (centres undefined)
→ i	-0.1%	56	38	-12%	746	-6%	1.5	1%	9%	-4%	5
- N=c1ccccn1CC(O)COc1ccccc1 (centres undefined)
→ i	-0.2%	59	4	26%	x	-1%	-1.1	8%	8%	7%	x
- CCOC(=O)c1sc(=S)n(C)c1NC(=O)c1ccc(C(C)(C)C)cc1
→ i	-0.2%	66	26	12%	730	7%	2.2	10%	14%	-17%	13
- COc1ccc(-c2cc3c(=O)n(CC(=O)NCCCN4CCC(N5CCCCC5)CC4)nc(C)n3n2)cc1
→ i	-0.4%	57	33	8%	712	-11%	2.0	19%	8%	6%	-2
- O=c1cc(NCc2ccccc2)c2ccccc2o1
→ i	0.0%	89	12	-13%	689	-5%	-0.3	7%	3%	17%	-3
- CC(C)(C)c1cc(-c2nc(N)nc(N)n2)cc(C(C)(C)C)c1
→ i	0.0%	48	42	14%	614	12%	1.6	0%	7%	4%	18
- O=C(CNS(=O)(=O)c1ccc(Br)s1)N1CCC(N2CCCCC2)CC1
→ i	-0.1%	67	10	13%	x	-8%	1.6	-1%	14%	7%	x
- O=C(OCCN=C1NS(=O)(=O)c2ccccc21)C1CC(=O)N(c2ccc(Cl)cc2)C1 (centres undefined)
→ i	0.2%	33	38	3%	582	-3%	1.2	14%	6%	6%	9
- CSc1ncc(CN2CCCCC2C(=O)Nc2ccc(Oc3ccccc3)nc2)cn1 (centres undefined)
→ i	0.4%	59	4	0%	679	0%	-0.2	8%	-10%	-26%	13

The closing 2 compounds of the part before lead into the next.
Results follow in this order: T cell HTS	GPR55 beta-arrestin	NTR1 agonist cell count 20 µM	T cell HTS vesicle-bound %	GPR35 antagonists	Hep lipid drop cells 6.5 µM	LYP phosphatase	NTR1 agonist	MgcRacGAP inhibition	SV40 large T antigen	GPR55 antagonists	Hep lipid drop
- O=C(OCCN=C1NS(=O)(=O)c2ccccc21)C1CC(=O)N(c2ccc(Cl)cc2)C1 (centres undefined)
→ i	0.2%	33	38	3%	582	-3%	1.2	14%	6%	6%	9
- CSc1ncc(CN2CCCCC2C(=O)Nc2ccc(Oc3ccccc3)nc2)cn1 (centres undefined)
→ i	0.4%	59	4	0%	679	0%	-0.2	8%	-10%	-26%	13
- CC(C)(C)NC(NC(=O)Cc1ccccc1)C(Cl)(Cl)Cl (centres undefined)
→ i	0.2%	86	34	23%	x	-6%	-1.3	7%	10%	22%	x
- CC(=O)Nc1ccc(N(C(=O)c2ccco2)C(C(=O)NC2CCCC2)c2ccc(N3CCOCC3)cc2)cc1 (centres undefined)
→ i	0.3%	39	53	12%	705	-5%	-0.7	5%	0%	-8%	5
- Cc1ccc2cc(CN(CCCO)S(=O)(=O)c3cccc4nsnc34)c(=O)[nH]c2c1C
→ i	0.1%	67	53	-2%	x	-7%	0.1	-11%	13%	15%	x
- Cc1ccc(/C(=N\O)c2oc3c(C)c4oc(=O)cc(C)c4cc3c2C)cc1
→ i	0.3%	79	36	-20%	724	4%	11	7%	5%	7%	0
- O=C(Cn1c(-c2cscn2)nc2ccccc21)Nc1ccc(Cl)cc1
→ i	0.2%	40	55	-14%	724	1%	-0.8	0%	6%	12%	-10
- c1ccc(COC2CCCN(Cc3nc(Cc4ccccc4)no3)C2)cc1 (centres undefined)
→ i	0.6%	101	48	17%	707	-5%	1.2	2%	0%	6%	-12
- CCOc1ccccc1NC(=O)C1(S(=O)(=O)c2ccc(Cl)cc2)CC1
→ i	x	37	38	11%	x	1%	3.2	11%	9%	-6%	x
- COC(=O)c1cc(C(=O)c2cc(Br)ccc2O)coc1=N
→ i	-0.3%	24	61	-16%	714	-4%	-1.7	5%	-6%	-2%	-10
- COc1cc(CNC2CCCCCCC2)cc(Cl)c1OCC(N)=O
→ i	-0.1%	46	25	9%	843	-6%	1.2	8%	-6%	-2%	-9
- O=C(Nc1ccnn1C1CCN(Cc2cccc(OCCO)c2)CC1)C1CCCC1
→ i	-0.1%	50	68	0%	830	-8%	-0.9	7%	6%	5%	-4
- O=C(Nc1nc2ccccc2s1)C1CCN(S(=O)(=O)c2cc([N+](=O)[O-])ccc2Cl)CC1
→ i	1.0%	72	31	-14%	675	-6%	0.2	13%	14%	-6%	0
- COc1ccc(CNC(=O)C2CCN(S(=O)(=O)c3ccc4c(c3)NC(=O)CO4)CC2)cc1
→ i	0.0%	59	1	8%	642	-8%	1.4	9%	-10%	-9%	-59
- CCOP(=O)(OCC)/C(=C/N1CCCCC1)NC(=O)c1ccccc1
→ i	0.0%	61	47	16%	711	-3%	1.7	4%	12%	6%	5
- COc1ccc(-c2cc(C(=O)NCCCN3CCOCC3)c3cc(C(C)C)ccc3n2)cc1
→ i	-0.1%	56	20	3%	700	-14%	3.0	13%	20%	19%	-2
- CCCC/C(C)=N/NC(=O)c1cn(-c2ccccc2)nc1-c1ccccc1
→ i	0.2%	82	59	-13%	672	3%	-1.2	4%	16%	-6%	-12
- CCN1C(=O)[C@H]2[C@@H](c3ccc(-c4ccc(OC)cc4)c(OC)c3)N3CCCC[C@@]3(C(=O)OC)[C@H]2C1=O
→ i	x	99	22	x	x	x	-1.0	3%	4%	x	x
- CCC1CCCCN1Cc1nc2ccccc2c(=O)n1CC(C)=O (centres undefined)
→ i	-0.2%	70	13	5%	754	-5%	0.7	-6%	9%	8%	-9
- C=CCN(C(=O)c1csnn1)C(C(=O)NC(C)(C)C)c1ccncc1 (centres undefined)
→ i	0.2%	48	36	0%	707	-7%	-1.4	4%	-2%	6%	16
- CCOCc1cnc(C)nc1NCC(=O)c1c(C)[nH]c2cc(C)ccc12
→ i	-0.2%	56	9	-10%	571	4%	-0.9	-3%	5%	-4%	3
- O=C(CN(CCc1ccccc1)C(=O)Cn1nnc(-c2cccs2)n1)NCc1ccco1
→ i	0.4%	45	7	22%	x	-8%	0.3	0%	25%	8%	x
- O=C(Nc1ccc(Cl)cc1)Nc1ccc2c(c1)OCO2
→ i	0.3%	49	65	-6%	691	-8%	1.1	9%	3%	6%	-9
- CCC1SC2=NC(C)=C(C(=O)OCCOC)C(/C=C/c3ccccc3OC)N2C1=O (centres undefined)
→ i	0.2%	105	38	-10%	x	0%	-1.7	7%	9%	-7%	x
- COc1ccc(OC)c(C2N(c3ccc(Cl)cc3)C(=O)C3CCCN32)c1 (centres undefined)
→ i	0.0%	78	20	-8%	x	-4%	-1.9	5%	7%	-12%	x
- CCN(c1ccc(OC)cc1)S(=O)(=O)c1ccc(-c2cc(C)no2)s1
→ i	-0.1%	52	32	-1%	761	0%	3.4	-7%	11%	25%	2
- CCOC(=O)C1C(c2cccs2)NC(=O)N(C)C1(O)C(F)(F)F (centres undefined)
→ i	-0.1%	49	52	0%	x	-5%	-1.8	10%	0%	2%	x
- CCC1CN(S(=O)(=O)c2ccc3c(c2)NC(=O)CC(=O)N3)c2cc(Cl)ccc2O1 (centres undefined)
→ i	-0.3%	52	44	-6%	821	3%	7.4	4%	x	-4%	-11
- S=c1[nH]nc(CN2CCCCC2)n1Cc1ccccc1
→ i	-0.4%	72	42	10%	657	-3%	-0.5	9%	10%	-4%	-7
- Nc1ccc(CC2SC(=O)NC2=O)cc1 (centres undefined)
→ i	0.0%	72	36	5%	758	-7%	0.3	4%	15%	-4%	26
- Cc1cc(OCCCn2ccnc2)ccc1C(C)C
→ i	-0.1%	62	9	5%	570	-4%	3.5	14%	16%	-6%	7
- COc1ccccc1C(=O)Nc1ccnn1C1CCN(Cc2cn(C)c3ccccc23)CC1
→ i	0.2%	44	44	2%	755	-12%	-0.7	6%	8%	1%	-2
- Cc1cc(C(F)(F)F)n2nc(-c3cccs3)cc2n1
→ i	-0.3%	47	31	-2%	693	-1%	0.8	3%	3%	0%	0
- Cc1cc(=O)[nH]c(SCC(=O)NCc2ccc3c(c2)OCO3)n1
→ i	-0.2%	44	12	10%	820	-9%	-0.5	2%	20%	9%	-3
- N#CC1=C(N)Oc2c(ccc3cccnc23)C1c1ccccc1 (centres undefined)
→ i	0.3%	48	50	2%	755	-5%	3.2	-1%	7%	3%	6
